# Lipid storage S3 = qHTS Assay for Lipid Storage Modulators in Drosophila S3 Cells; actives 0.64% (n = 320,000); Drosophila S3 cells, BODIPY lipid droplet fluorescence, 18-24 h; cells fed with added oleic acid; AID 2685; lipid storage change, negative = inhibition, % at the top dose, mostly 46.1 µM; hits show Potency in µM; active = well fitted inhibition curve with a large enough effect in the signal ratio, with a control signal flat, not every such curve was filed as active; inconclusive = small, poorly fitted or top-dose-only effect, or effect the other way, or a change in a side signal; the % refers to the signal ratio
#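 Laser-scanning cytometry quantifies lipid droplet accumulation (500–530 nm total intensity; droplet/cell object ratio) in oleic acid-fed (400 uM added) Drosophila S3 cells treated with a concentration series. 20 uM Triacsin C defined 100% inhibition.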
# Lipid storage S3 cell count max = second read-out of Lipid storage S3, no call of its own (marks repeat the call); cell number change, %; measured here: cell count max response;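 cells counted by Cell Tracker Red CMTPX staining in the red channel; peak over a dose series mostly up to 46.1 µM; percent activity relative to internal control wells on each plate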
# The depositor's hits bear a star; i = inactive; ? = inconclusive; / = not tested or not shown; [ ] = another dose, or the depositor's remark. % is set by controls: 0 for no effect and ±100 for the full control effect; potency is the fitted concentration of half-maximal effect. A portion of the library; rates above refer to the full screens.
nr	structure	Lipid storage S3	Lipid storage S3 cell count max
1	Cc1nc(N2CCN(C(=O)c3cnccn3)CC2)c2c3c(sc2n1)CC(C(C)(C)C)CC3 (stereo not given)	?	/
2	c1coc(-c2nnc3sc(-c4cccs4)nn23)c1	14%	-8
3	CCOCCCN(C(=O)c1ccco1)C(C(=O)NC1CCCC1)c1ccc(OC)cc1 (stereo not given)	i	-1
4	CN(c1ccccc1)S(=O)(=O)c1cccc(NC(=O)CSc2nnc(N)s2)c1	?	/
5	Cc1cc(N/N=C/c2ccc(O)cc2O)nc(-c2ccccc2O)n1	?	/
6	CCN(c1ccccc1C)S(=O)(=O)c1cc2c3c(c1)CCC(=O)N3CCC2	?	/
7	COc1ccccc1NC(=O)c1cc2c(CO)cnc(C)c2oc1=Nc1ccc(OC)c(OC)c1	-1%	11
8	Cn1c(SCC(=O)Nc2cccc(S(=O)(=O)NC3=NCCCCC3)c2)nnc1-c1ccncc1	?	/

# (next part)
nr	structure	Lipid storage S3	Lipid storage S3 cell count max
9	CC(Sc1nc2ccccc2c(=O)n1CCc1ccc(S(N)(=O)=O)cc1)C(=O)NC(N)=O (stereo not given)	?	/
10	CCCc1c(C(=O)Nc2ccc(F)cc2C)cnn1-c1ccccc1	1%	4
11	CC(Oc1ccccc1)C(=O)OCC(=O)NC(=O)NCc1ccco1 (stereo not given)	?	/
12	Cc1cc(C)c2nc(N3CCCC(C(=O)N4CCC(C(N)=O)CC4)C3)sc2c1 (stereo not given)	?	/
13	CCCCCC/C(=N/O)c1ccccn1	-7%	-11
14	CC1=NNC(=O)c2ccccc2O1	?	/
15	CCCCC(CC)CNC(=O)CCS(=O)(=O)c1cccc2nsnc12 (stereo not given)	16%	-3
16	CC1CCN(Cc2ccc(NC(=O)CC3Oc4ccccc4NC3=O)cc2)CC1 (stereo not given)	?	/

# (list continues)
nr	structure	Lipid storage S3	Lipid storage S3 cell count max
17	CN(C(=O)c1ccc(C#N)cc1)c1nnc(-c2ccccn2)s1	-2%	-6
18	COc1ccc(C(=O)C2CCN(S(=O)(=O)c3ccc4c(c3)OCCO4)CC2)cc1	?	/
19	Nc1ccn(-c2ccccc2)c(=O)c1	10%	-15
20	Cc1c(-c2ccc(Cl)cc2)[n+](=O)c(-c2ccccc2)cn1[O-]	-1%	15
21	Cc1c(Cl)cccc1NC(=S)NCCN1CCOCC1	?	/
22	CCOCCN(C(=O)c1ccccc1Cl)c1ccccc1	?	/
23	CCOCC(=O)Nc1c(C(=O)OCC)oc2ccccc12	-13%	-22
24	COc1ccc(CCN2C(=O)N(c3ccc(OC)cc3)C(=O)C2CC(=O)Nc2ccc(OC)cc2)cc1 (stereo not given)	?	/

# Quoted at random: three compounds from above
nr	structure	Lipid storage S3	Lipid storage S3 cell count max
13	CCCCCC/C(=N/O)c1ccccn1	-7%	-11
17	CN(C(=O)c1ccc(C#N)cc1)c1nnc(-c2ccccn2)s1	-2%	-6
8	Cn1c(SCC(=O)Nc2cccc(S(=O)(=O)NC3=NCCCCC3)c2)nnc1-c1ccncc1	?	/

# Continued.
nr	structure	Lipid storage S3	Lipid storage S3 cell count max
25	Cc1cc(C)c(C)c(SCC(=O)Nc2oc(C)c3c(C)n[nH]c(=O)c23)c1C	?	/
26	CSc1ncccc1C(=O)OCC(=O)N(C)C1CCS(=O)(=O)C1 (stereo not given)	?	/
27	CCC(C)(C)NC(=O)C(c1ccc(C)o1)N(Cc1ccc2c(c1)OCO2)C(=O)c1snc(C(N)=O)c1N (stereo not given)	i	5
28	CCOc1cc(N2CCOCC2)c(OCC)cc1NC(=O)[C@H](C)NC(=O)c1ccco1	-24%	6
29	CCCn1c(-c2ccc[nH]c2=O)nc2cc(C)c(C)cc21	5%	0
30	CCc1nc(SCC(=O)Nc2ccccc2)c2c(=O)n(C)c(=O)n(C)c2n1	7.3µM*	-27*
31	COc1cc(NC(=O)CCN2CC(C)OC(C)C2)cc(OC)c1 (stereo not given)	?	/
32	CCCCCC(=O)Nc1ccc(Cc2ccncc2)cc1	3%	-14

# New compounds follow
nr	structure	Lipid storage S3	Lipid storage S3 cell count max
33	C[n+]1cccc(/C=N/NC(=O)CC23CC4CC(CC(C4)C2)C3)c1	3%	6
34	C=CCOC(=O)Nc1c(C(=O)OC)[nH]c2ccc(Cl)cc12	?	/
35	Cc1ccc(-c2cc(N)n[nH]2)cc1	?	/
36	CN(CCO)S(=O)(=O)c1ccc2c(c1)C(=NO)c1cc(S(=O)(=O)N(C)CCO)ccc1-2	?	/
37	Cc1c(CC(=O)NCCC(=O)O)c(=O)oc2cc3occ(-c4ccccc4)c3cc12	-26%	-2
38	CN(Cc1ccccc1)c1nc2c(c(=O)[nH]c(=O)n2C)n1Cc1ccccc1	?	/
39	COC(=O)CNC(=O)CCCCC(=O)NCC(=O)OC	21%	-8
40	O=C(CSc1nnc(-c2ccc(C(F)(F)F)cn2)s1)c1ccc(Cl)cc1	12%	1

# Remaining list, next part.
nr	structure	Lipid storage S3	Lipid storage S3 cell count max
41	Cc1cc2c(cc1C)-c1nnnn1C(C)(C)C2	-10%	/
42	CN1OC(COC(=O)c2ccc(Cl)cc2Cl)CC1c1ccccc1 (stereo not given)	-1%	6
43	N#C/C(=C\c1c(Oc2ccccc2Cl)nc2ccccn2c1=O)C(=O)NC1CCS(=O)(=O)C1 (stereo not given)	i	-13
44	COc1ccc(C)cc1NC(=O)CCN1CCN(c2ccccc2F)CC1	-4%	-4
45	CCOC(=O)C(C)Sc1nc2c(cnn2-c2ccc(F)cc2)c(=O)[nH]1 (stereo not given)	?	/
46	Cc1ccc(SCC(=O)NCCN2C(=O)CSC2=O)c(C)c1	-2%	6
47	O=C(NC1CCOc2ccccc21)c1ccccn1 (stereo not given)	?	/
48	COc1cc(C(=O)N2CCN(C(=O)CC(C)C)CC2)cc(OC)c1OC	15%	22

# More compounds
nr	structure	Lipid storage S3	Lipid storage S3 cell count max
49	C=CCn1c(SCC(=O)Nc2cc(C)on2)nc2sc3c(c2c1=O)CCCC3	i	-10
50	COc1ccc(C2C/C(=N\O)C(C)(C)O2)cc1 (stereo not given)	3%	4
51	Cc1cc(-c2nnc(SCC(=O)Nc3c(C)cccc3C)n2N)n[nH]1	i	13
52	COc1ccc2[nH]c(=O)c(COC(=O)c3ccco3)cc2c1	?	/
53	O=S(=O)(Nc1nnc(C2CC2)s1)c1ccccc1	?	/
54	O=C(Nc1ncc(Cc2ccc(SC(F)F)cc2)s1)c1ccc(OC(F)F)cc1	10%	-26
55	COC(=O)c1[nH]c2ccccc2c1NC(=O)C(C)N1CCN(C(=O)c2ccco2)CC1 (stereo not given)	?	/
56	O=C(CN1C(=O)NC2(CCCCCC2)C1=O)c1ccc(OC(F)F)cc1OC(F)F	-19%	-1

# The list continues:
nr	structure	Lipid storage S3	Lipid storage S3 cell count max
57	Cc1noc2ncc(C(=O)c3cc(F)ccc3O)cc12	?	/
58	CSc1nc(Oc2ccc(=O)[nH]n2)nc(N(C)C)n1	-8%	-1
59	Cc1cccc(N2CCN(C(=O)c3cccc(N4C(=O)C5C6C=CC(C6)C5C4=O)c3)CC2)c1C (stereo not given)	?	/
60	CC(=O)Nc1cccc(/C(C)=N/NS(=O)(=O)c2ccccc2)c1	i[9.22 µM]	/
61	N/C(=N\OC(=O)c1cccc2ccccc12)c1ccncc1	23%	2
62	CC1=C(C(=O)O)N2C(=O)C(NC(=O)c3ccc(F)cc3)C2SC1 (stereo not given)	?	/
63	Cc1c(NC(=O)C(C)OC(=O)c2ccc(Br)o2)c(=O)n(-c2ccccc2)n1C (stereo not given)	?	/
64	COc1cc(NC(=O)c2ccc(C)c([N+](=O)[O-])c2)ccc1NC(=O)c1ccco1	?	/

# The list continues.
nr	structure	Lipid storage S3	Lipid storage S3 cell count max
65	O=C(c1ccc2ccccc2c1)C1CCCN(C(=O)CN2C(=O)CSC2=O)C1 (stereo not given)	-11%	0
66	Fc1ccccc1Nc1ncnc2c1nnn2Cc1ccccc1	12%	14
67	Cc1ccc(C)c(NC(=O)C2CCCN(S(=O)(=O)c3c(C)noc3/C=C/N(C)C)C2)c1 (stereo not given)	?	/
68	COc1ccc(-c2cc(-c3ccccc3)n[nH]2)c(O)c1	?	/
69	COc1ccc(S(=O)(=O)Cc2ccc(C(=O)NCc3ccco3)o2)cc1	?	/
70	Cc1cccc(C)c1N1CCN(c2nc(N(C)C)oc(=O)c2C#N)CC1	-3%	2
71	CCOc1ccccc1N1CCN(CC(=O)c2c(N)n(C)c(=O)n(C)c2=O)CC1	i	/
72	Cc1ccc(C(=O)Nc2nc(-c3ccco3)c(-c3ccco3)s2)o1	?	/

# (next part)
nr	structure	Lipid storage S3	Lipid storage S3 cell count max
73	Cc1cnc(C(=O)Nc2ccc(S(=O)(=O)NCC(C)C)cc2)cn1	?	/
74	Cc1cc(N2CCCC2)nc2ccccc12	?	/
75	COc1ccc(C2C(C#N)=C(N)Oc3n[nH]c(C)c32)cc1CSc1ccccn1 (stereo not given)	i	/
76	COc1ccc(C(=O)OCC(=O)N(C)C2CCS(=O)(=O)C2)cc1S(=O)(=O)N1CCCc2ccccc21 (stereo not given)	3%	-3
77	FC(F)(F)c1cc(Cl)c2nc(-c3ccccc3)cn2c1	16%	15
78	O=C1COc2ccc(C(=O)CSc3nnc(Cc4cccs4)n3-c3ccccc3)cc2N1	?	/
79	CCCCNC(=O)CCn1c(=S)[nH]c2cc3c(cc2c1=O)OCO3	?	/
80	O=c1[nH]c2ccc(S(=O)(=O)N3CCCC3)cc2[nH]1	?	/

# Other entries follow:
nr	structure	Lipid storage S3	Lipid storage S3 cell count max
81	CCC1CCCCN1C1Sc2ccc(C(=O)OC)cc2NC1=O (stereo not given)	?	/
82	CCN(c1ccccc1)S(=O)(=O)c1ccc(C(=O)Oc2ccc(C(C)=O)cc2)cc1	-22%	-6
83	CSc1nc2ccc(S(=O)(=O)N(C)C)cc2s1	i	-12
84	CCNS(=O)(=O)c1ccc(CCC(=O)N2CCOCC2)cc1	?	/
85	CCOc1cc(C(=O)NCCOC)ccc1OC	?	/
86	CCOC(=O)N1CCN(C(=O)C(C)n2nc(C)n3c(cc4sccc43)c2=O)CC1 (stereo not given)	?	/
87	CCOC(=O)C(NC(C)=O)(Nc1ccc(F)cc1)C(F)(F)F (stereo not given)	-1%	0
88	CCc1ccccc1NC(=O)COc1cccc2ccc(C)nc12	?	/

# The listing continues.
nr	structure	Lipid storage S3	Lipid storage S3 cell count max
89	O=C(O)CC1Oc2ccc(Cl)cc2NC1=O (stereo not given)	24%	/
90	Cc1cccc(-c2nnc(-c3cccc(NC(=O)Cc4cccs4)c3)o2)c1	?	/
91	Cc1ccc(Nc2cc(=O)[nH]c(=O)[nH]2)cc1Cl	?	/
92	O=C(Nc1cccc(S(=O)(=O)N2CCCCCC2)c1)C1CC(=O)N(c2ccc3c(c2)OCCO3)C1 (stereo not given)	?	/
93	CC(=O)NC(CC(=O)N(C)Cc1cccc(Cl)c1Cl)c1ccccc1 (stereo not given)	-4%	-6
94	CCOc1cc(C(=O)NN2CCOCC2)cc(OCC)c1OCC	23%	4
95	CCS(=O)(=O)c1ccccc1C(=O)NC1CCCc2ccccc21 (stereo not given)	-11%	23
96	O=C(Nc1ccc(F)cc1F)NC1CCN(S(=O)(=O)c2ccc(F)cc2)CC1	15%	-11

# Single records (already shown). Order of values: Lipid storage S3	Lipid storage S3 cell count max
# O=C(O)CC1Oc2ccc(Cl)cc2NC1=O (stereo not given) as listed: 24%	/
# CC(=O)NC(CC(=O)N(C)Cc1cccc(Cl)c1Cl)c1ccccc1 (stereo not given) as listed: -4%	-6
# O=C(Nc1cccc(S(=O)(=O)N2CCCCCC2)c1)C1CC(=O)N(c2ccc3c(c2)OCCO3)C1 (stereo not given) as listed: ?	/
# CCS(=O)(=O)c1ccccc1C(=O)NC1CCCc2ccccc21 (stereo not given) as listed: -11%	23
# Cc1cccc(-c2nnc(-c3cccc(NC(=O)Cc4cccs4)c3)o2)c1 as listed: ?	/

# More records:
nr	structure	Lipid storage S3	Lipid storage S3 cell count max
97	Cc1cccc(-n2c(C)cc(/C=C3\C(=N)N4N=C(CC(C)C)SC4=NC3=O)c2C)c1	?	/
98	CC1Oc2ccccc2N(CC(=O)N(Cc2ccccc2)Cc2ccccn2)C1=O (stereo not given)	?	/
99	CN(CCC#N)CC(=O)Nc1ccc(S(N)(=O)=O)cc1	-24%[9.22 µM]	-36
100	Cc1ccc(S/C(=N\S(=O)(=O)c2ccc(Cl)cc2)c2ccccc2)cc1	?	/
101	CCOc1ccccc1Cn1c(=O)sc2ccccc21	12%	10
102	O=C(N/N=C/c1ccc(Br)cc1)c1ccc(Br)o1	?	/
103	c1ccc2c(c1)OCC(c1nnc3sc(-c4cnccn4)nn13)O2 (stereo not given)	i	/
104	O=C(CSCCO)Nc1ccc([N+](=O)[O-])cc1	?	/

# More compounds
nr	structure	Lipid storage S3	Lipid storage S3 cell count max
105	CN(C[C@H](CC1CCCCC1)N(C[C@H](Cc1ccccc1)N(CCc1ccccc1)N=O)N=O)N=O	2%	3
106	O=C(NC(=S)Nc1ccc2c(c1)C(=O)c1ccccc1C2=O)c1ccc(F)cc1	?	/
107	CCCCn1c(Nc2ccc(OC)cc2)nc2ccccc21	i	-17
108	Cc1cc(S(=O)(=O)N2CCCOC2CNC(=O)C(=O)NCCCN2CCOCC2)ccc1F (stereo not given)	?	/
109	CC(=O)Nc1ccccc1C(=O)C(=O)Nc1cccc(C(=O)NCc2ccccc2)c1	26%	0
110	CCc1c(C)c(C#N)c2nc3ccccc3n2c1N(C)C	?	/
111	COc1cccc(C2=CC(c3cccc(OC)c3OC)n3nnnc3N2)c1 (stereo not given)	?	/
112	O=C(O)c1ccccc1S(=O)(=O)NCC(O)COC1CCCCC1 (stereo not given)	?	/
113	O=C(NCc1ccccc1Cl)C1(S(=O)(=O)c2ccc(Cl)cc2)CC1	?	/
